ALOX12 inh: ALOX12 (human) lipoxygenase inhibition; P18054; purified 12hLO, xylenol orange hydroperoxide absorbance; Potency, µM (top dose mostly 108 µM), for inactives: at the top dose activity change, negative = inhibition, hits mostly inhibitors; actives 1.1% (n = 580,000); AID 1671190; active = well fitted inhibition curve with a large enough effect; inconclusive = small, poorly fitted or top-dose-only effect, or another doubt; inactive = no such curve, though single readings can be large or run the other way
Target sequence (P18054 whole entry, looked up): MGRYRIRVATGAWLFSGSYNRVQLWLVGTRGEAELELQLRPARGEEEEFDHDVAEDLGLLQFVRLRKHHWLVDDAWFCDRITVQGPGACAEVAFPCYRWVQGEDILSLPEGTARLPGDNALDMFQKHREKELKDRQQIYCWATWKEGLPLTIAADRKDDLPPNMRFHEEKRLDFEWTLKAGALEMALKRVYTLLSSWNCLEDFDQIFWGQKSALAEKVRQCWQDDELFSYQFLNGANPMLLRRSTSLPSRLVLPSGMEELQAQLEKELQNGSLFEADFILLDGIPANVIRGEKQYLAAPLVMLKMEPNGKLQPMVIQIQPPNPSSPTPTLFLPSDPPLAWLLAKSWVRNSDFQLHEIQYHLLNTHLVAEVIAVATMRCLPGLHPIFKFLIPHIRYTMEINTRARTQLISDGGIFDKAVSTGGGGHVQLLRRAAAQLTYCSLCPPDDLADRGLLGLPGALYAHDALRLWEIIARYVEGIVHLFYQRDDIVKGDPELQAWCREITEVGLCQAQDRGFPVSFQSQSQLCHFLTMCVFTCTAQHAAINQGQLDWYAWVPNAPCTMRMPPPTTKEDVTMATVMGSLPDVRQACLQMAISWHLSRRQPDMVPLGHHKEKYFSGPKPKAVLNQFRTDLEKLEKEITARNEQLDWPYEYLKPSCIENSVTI
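Purified human 12hLO (150 nM final) in 25 mM Hepes, 0.01% Triton X-100, pH 7.0 was preincubated 15 min at room temperature with compound. Then 40 uM arachidonic acid was added, 30 min. Hydroperoxide was read by Fe-XO absorbance ratio 573/405 nm.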
An asterisk follows results filed as active; ? = inconclusive; [ ] = dose if it differs, or a comment. % is scaled to controls: 0 for no effect and ±100 for the full control effect; potency is read from the fitted curve at half-maximal effect. An excerpt. The share of hits here may be higher or lower than overall.

SMILES	ALOX12 inh
Cc1ccc2c(n1)N(C)[C@H](CO)CCN(Cc1ccc(Cl)cc1)C2	9%[176 µM]
Fc1ccc(-c2ccc(CNCC3CCNCC3)o2)cc1Cl	?
COc1cccc(CC(=O)N2CCC(c3noc(CO)n3)C2)c1 (configuration not stated)	30%
C[C@]1(CO)[C@H]2Cc3sc(NC(=O)c4c(F)cccc4F)nc3[C@@H](CC(=O)NC3CC3)[C@]2(C)CC[C@H]1O	6%
COc1ccc(NC(=O)N2CCC3(CC2)SCC(=O)N3c2ccc(F)cc2)cc1	?
CN1CC(=O)N(C2CCCNC2)Cc2c(NCCCc3ccccc3)ncnc21 (configuration not stated)	-14%[6.33 µM]
Cc1ccccc1CNC(=O)c1cc2c(C)nn(C)c2s1	45%[activator]
Cc1cc2nc(-c3cccc(Cl)c3)c(CC3CCCCC3)n2c(C)c1Br	?
CCN(CC(=O)N1c2ccccc2OCC1c1ccccc1)Cc1nc2ccccc2c(=O)[nH]1 (configuration not stated)	27%
Cn1cccc1CN1CCC2(CC1)C(=O)NCN2Cc1ccc(Cl)cc1	?
Cc1cc(C)c(NC(=O)CCc2ncc(-c3ccccc3)o2)c(C)c1	16%
Cc1nc(SCC(C)C)c2c(=O)n(C)c(=O)n(CC(C)C)c2n1	-7%
CCOc1ccc2c(c1)cc(C(=O)Nc1cccc(C)c1)n2C	-27%
CS(=O)(=O)c1ccc(OCC2(CNCc3cccc(C(F)(F)F)c3)C[C@@H](O)[C@@H](O)C2)cc1 (some centres not stated)	?
COc1ccc(CNC(=O)C2(c3ccc(NC(C)=O)cc3)CCC2)cc1	4%
Cc1nn(-c2ccccc2)c(C)c1CN(C)C(=O)CCNC(=O)c1ccc(Cl)cc1	?
O=C(Nc1ccc(N2CCC(c3ccccc3)C2)c(C(=O)O)c1)c1ccccc1 (configuration not stated)	-13%
CC1OCC23CC[C@@]4(C)CCC(C)(C)C[C@H]4[C@]2(C)CCC12C3CC[C@@]1(C)C2C(=O)CC(=O)[C@@H]1C (some centres not stated)	6%
CN(CCO)c1nc(-c2cccnc2)nc2ccccc12	-25%
CC(C)CNC(=O)C1COC2(CCN(C(=O)c3ccc(F)cc3)CC2)N1C(=O)c1ccccc1 (configuration not stated)	16%
Cn1nc(C2CCCN2)c2c(C(=O)NCc3ccc(F)cc3)cc(C3CC3)nc21 (configuration not stated)	-2%[6.33 µM]
CCN1CCC(CCNC(=O)C2CCCN(S(C)(=O)=O)CCC(=O)NCC2)CC1 (configuration not stated)	16%
COc1ccc(C2Cn3cnc(C(=O)N4CCC(C(=O)Nc5cccc(F)c5)CC4)c3CO2)cc1 (configuration not stated)	46%[activator]
Cc1ccc(-c2cc(C(=O)Nc3ccc(F)cc3)c3ccccc3n2)o1	3.2µM*
COCCN(CCOC)C(=O)C(C)(C)c1ccccc1	?
O=C(c1ccccc1OC1CCN(Cc2ccccn2)CC1)N1CCSCC1	27%
CNC(=O)NC(=O)C(C)Sc1ccc(F)cc1 (configuration not stated)	-21%
O=C1CCCCC(C(=O)NCCCn2cccn2)N1 (configuration not stated)	18%
CC(NC(=O)c1ccc2c(c1)NC(=O)CS2)C1CC1 (configuration not stated)	-18%
CNC(=O)N1CCC(N2CC3CC(C2)[C@H]2CCCC(=O)N2C3)CC1 (some centres not stated)	33%
Cc1ncsc1CN1C(=O)CO[C@H](c2ccc(NC(=O)c3ccc(F)cc3)cc2)[C@H]1CO	1%
Cn1ccn2ncc(C(=O)N3CCC(N4CCCC(C(=O)N5CCCC5)C4)CC3)c12 (configuration not stated)	8%
CN(CC(=O)N(C)c1c(N)n(Cc2ccccc2)c(=O)[nH]c1=O)Cc1ccccc1F	75%[activator]
Cc1cccc(N2Cc3c(NCCCOC(C)C)ncnc3N(C)CC2=O)c1	?
COc1ccc(CN2CCc3nc(N(C)C)[nH]c(=O)c3CC2)c(Cl)c1OC	43%[activator]
COC[C@@H]1CN(S(=O)(=O)c2cccc(C)c2)C[C@H]1c1ccncc1	45%[activator]
Cc1cc(Nc2ncnc3ccc(-c4ccc(CNCCS(C)(=O)=O)o4)cc23)ccc1Oc1ccn2ncnc2c1	-28%[57.4 µM]
O=C(O)CCSc1sc(=S)sc1SCCC(=O)O	?
Cc1ccc(NC(=O)O[C@@H]2CC[C@]3(C)[C@H](CC[C@H]4OC(=O)C[C@H]43)[C@]2(C)CO)cc1	6%[176 µM]
COCCNC(=O)[C@@H]1C[C@H](Oc2cccnc2)CN1S(=O)(=O)c1cccc(OC)c1	55%[activator]
N#Cc1cccc(CN2CC[C@H](c3nc4ccccc4[nH]3)C2)c1	38%[activator][176 µM]
CC(C)Nc1nc(C(=O)Nc2ccc3[nH]ccc3c2)cs1	46%[activator]
CN(Cc1cccnc1)c1nc2c(c(=O)[nH]1)CCN(Cc1ccccc1C(F)(F)F)CC2	84%[activator]
CN(Cc1ccco1)C(=O)c1cc2ccc(OC(F)(F)F)cc2[nH]1	17%
Cc1ccccc1[C@H]1C[C@@H](O)[C@@H](O)[C@@H]1NC(=O)c1cccnc1Oc1ccccc1	?
COc1ccc(NC(=O)Cc2c[nH]c3ncc(-c4ccccc4)cc23)cn1	20%[176 µM]
CNc1ncc(C(=O)N2CC[C@@](O)(COC)C(C)(C)C2)cn1	26%
Cn1cc(S(=O)(=O)N2CCC(C(=O)Nc3ccccc3OC(F)F)CC2)cc1C(N)=O	-4%
O=C1CCSc2ccc(S(=O)(=O)NC3CCN(Cc4ccccc4)CC3)cc2N1	5%
CCN(CC)S(=O)(=O)c1ccc2c(c1)CC(C(=O)NCCc1ccc(SC)cc1)N2C(C)=O (configuration not stated)	18%
O=C(NCc1ccncn1)[C@H]1[C@H](CO)[C@H]2Cn3c(cccc3=O)[C@@H]1N2CC1CC1	-12%
CCc1cc(N2CCC3(CC2)CC(c2ccccc2)C(=O)N3C)nc(C)n1 (configuration not stated)	50%[activator]
CSc1ccc(Cl)c(C(=O)NCCC2=CCCCC2)c1	-3%
CC1=CC(O)(c2ccccn2)P(=O)(c2ccccc2)C=C1C (configuration not stated)	21%
CN(CCc1ccccn1)C(=O)CN1CC2CC(C1)[C@H]1CCCC(=O)N1C2 (some centres not stated)	24%
CCCOc1ccc(-c2cc(C(=O)OC)c3ccccc3n2)cc1	-20%
CC(=O)Nc1ccc(CN2CC3(Cc4ccccc4NC3=O)C2)cc1	3%[6.33 µM]
N#Cc1ccc(CN2CC[C@H](c3nnc(-c4ccccc4)o3)C2)cc1	-17%[176 µM]
CCNC(=O)NC(=O)C(C)OC(=O)c1nn(CC(C)C)c(=O)c2ccccc12 (configuration not stated)	6%
O=c1[nH]nc2n1CCN(Cc1ccc3c(c1)CCO3)CC2	34%[activator]

Continued:
SMILES	ALOX12 inh
CC(C)C(C)NC(=O)c1ccc(I)cc1 (configuration not stated)	26%
COC(=O)CNC(=O)Cn1ccc2cc(Cl)ccc21	-2%
CC(C)(C)c1cc(C[C@@H]2CC[C@H](O)[C@@H](CN(CC3CC3)CC3CC3)O2)no1	29%[176 µM]
Cc1ccc(-n2nc(-c3c(C)nc4scc(CC(=O)Nc5ccc(F)cc5)n4c3=O)cc2C)cc1	?
CC(C)c1cccc(NC(=O)c2n[nH]c(=O)c3ccccc23)c1	-10%
O=C(NCCc1ccccc1)c1cc2n(n1)CC(c1ccc3c(c1)OCO3)OC2 (configuration not stated)	15%
Cc1cc(-c2cc3c(cn2)CN(Cc2ccc(C(F)(F)F)cc2)CCN3)ccn1	-14%[176 µM]
O=C(NCc1cccs1)C1CCN(c2nccn3nc(-c4ccc(F)cc4)cc23)CC1	23%
Cc1cc(N)n(CC(=O)N[C@@H]2COCC[C@H]2Oc2ccc(C(N)=O)cc2)n1	20%
Cc1cnc(CCNC(=O)C2(c3ccccc3)CC2)n1C1CCCCCC1	89%[activator]
CCOc1ccc(C(CC(=O)Nc2ccc(CC)cc2)N2Cc3ccccc3C2=O)cc1OC (configuration not stated)	?
COc1cccc(C(=O)N(C)CCCNC(=O)c2nc3ccccc3c(=O)[nH]2)c1	-5%
Oc1ccccc1CN1CCNc2cc(Nc3cccnc3)ncc2C1	?
CC(SC(C)c1ccccc1F)C(N)=O (configuration not stated)	22%
Cc1ccc(C(=O)c2ccccc2C(=O)OCc2ccccc2Cl)cc1	-2%
Clc1ccc(C(Cn2ccnc2)OCc2ccc(Sc3ccccc3)cc2)c(Cl)c1 (configuration not stated)	-14%[57.4 µM]
CN(C)CC(=O)N1CCN(C(=O)C=C(C2CC2)C2CC2)CC1	?
CCCNC(=S)Nc1cccc(Cl)c1	-17%
CC(=O)Nc1ccc(NC(=O)Cn2cnc3c2c(=O)n(C)c(=O)n3C)cc1	?
CC(C)COc1ccc(C(=O)Nc2nonc2-c2ccc(OC(C)C)cc2)cc1	30%
Cc1nnnn1CC(=O)N1CCCC(c2ccccc2)(c2ccccc2)C1	21%
COc1ccccc1CCN1CCCC(CN(C)C(=O)Cn2cccnc2=O)C1 (configuration not stated)	3%
COC1C(=O)N(CC2CC2)C12CCN(S(=O)(=O)c1ccc3c(c1)OCCO3)CC2 (configuration not stated)	6%
CC(=O)N(C)c1ccc(NC(=O)CN(C)Cc2cccc3ncccc23)cc1	33%[activator]
COCCN1CCCCCC(O)c2cc(C(=O)N3CCc4ccccc43)ccc21 (configuration not stated)	-3%
CCCC(=O)N1Cc2ccccc2CC2(CCCN(Cc3ccccn3)C2)C1 (configuration not stated)	9%[6.33 µM]
CC(=O)N1CCN(c2nc(C)c3c(c2C#N)CCCC3)CC1	-17%
CCC1CN(Cc2cn[nH]c2-c2ccc(OC)cc2)Cc2cc(OC)ccc2O1 (configuration not stated)	13%
COc1ccc(NC(=O)C(c2ccccc2)n2c(=O)c(-c3ccco3)nc3ccccc32)cc1 (configuration not stated)	-20%
COc1ccc(CC(=O)N2CC[C@@H](CC(=O)O)[C@@H](CCN(CCN3CCOCC3)c3ccccc3)C2)cc1	-18%

Nothing new here: entries from further up.
SMILES	ALOX12 inh
Cc1cc(N)n(CC(=O)N[C@@H]2COCC[C@H]2Oc2ccc(C(N)=O)cc2)n1	20%
Cc1cnc(CCNC(=O)C2(c3ccccc3)CC2)n1C1CCCCCC1	89%[activator]
CCOc1ccc(C(CC(=O)Nc2ccc(CC)cc2)N2Cc3ccccc3C2=O)cc1OC (configuration not stated)	?
COc1cccc(C(=O)N(C)CCCNC(=O)c2nc3ccccc3c(=O)[nH]2)c1	-5%
Oc1ccccc1CN1CCNc2cc(Nc3cccnc3)ncc2C1	?
CC(SC(C)c1ccccc1F)C(N)=O (configuration not stated)	22%
Cc1ccc(C(=O)c2ccccc2C(=O)OCc2ccccc2Cl)cc1	-2%

Other entries:
SMILES	ALOX12 inh
COc1cccc(C(=O)N2CCN(c3cc(-c4cccs4)[nH]n3)CC2)c1OC	43%[activator]
COc1ccc(CN2C(=O)CO[C@H]3CN(Cc4ccc5c(c4)OCO5)C[C@H]32)cc1	?
COc1cccc(OC)c1C(=O)OCc1ccc(Br)cc1	-1%
COc1ccccc1Oc1coc2cc(OC(=O)c3ccc(F)cc3)ccc2c1=O	12%
CN1C(=O)C(C)(C(Nc2ccccc2)c2ccccc2)c2ccccc21 (configuration not stated)	-27%
Cc1cn2nc(C(=O)NCc3ccc(F)cc3)cc2c(N2CCCC2)n1	66%[activator]
NC(=O)c1ccsc1NC(=O)COc1ccc2c(c1)CCC2	-3%
CNC(=O)CCn1ncc2cc(OCc3ccccc3-c3cccc(CO)c3)ccc21	3%[176 µM]
CCCCCCOC(=O)C1(O)CC2OC1(C)n1c3ccccc3c3c4c(c5c6ccccc6n2c5c31)C(=O)NC4 (configuration not stated)	-2%[12.5 µM]
COc1ccc(-c2ccnc(N[C@H]3CO[C@H]4[C@@H]3OC[C@@H]4NC(=O)NCc3ccccc3)n2)cc1	2%
COc1ccccc1NS(=O)(=O)c1ccc(-c2coc(C)n2)cc1	-3%
CCOC(=O)C1CCC(CNC(=O)Nc2c(NC)c3ccccc3oc2=O)CC1 (configuration not stated)	?
O=C(Nc1cccc(C(F)(F)F)c1)N[C@H]1CO[C@H]2[C@@H]1OC[C@H]2O	12%[176 µM]
CCOc1ccc(S(=O)(=O)Nc2cccc(CC)c2)c2cccnc12	-14%
CC(C)c1ccc(C(=O)Nc2cc(C(F)(F)F)ccc2Cl)cc1	?
O=Cc1ccccc1-c1ccccn1	19%[12.5 µM]
O=C1N(C2CCOCC2)C[C@H]2CN(Cc3ccc(C(F)(F)F)cc3)CCN12	63%[activator][176 µM]
COC[C@@H]1CN(C(=O)c2cccc(F)c2)C[C@H]1C(N)=O	26%
CC(=O)c1cn(CC(=O)N2CCC(C(N)=O)CC2)c2ccccc12	45%[activator]
COCCOCC(=O)N1CCCC(c2nc(-c3ccccc3)no2)CCNC(=O)CC1 (configuration not stated)	15%
C=CCN1C[C@@H]2CN(C(=O)CCc3ccc(OC)cc3)C[C@]2(C(=O)O)C1	29%
NC(=O)NC(=O)CCN1CCOC(c2cccc(Br)c2)C1 (configuration not stated)	11%
CCC(=O)Oc1cccc(C(=O)Nc2ccc(-c3nc4ccccc4o3)cc2)c1	?

Arranged by SMILES length (falling): some entries from above.
SMILES	ALOX12 inh
CCOC(=O)C1CCC(CNC(=O)Nc2c(NC)c3ccccc3oc2=O)CC1 (configuration not stated)	?
CCOc1ccc(S(=O)(=O)Nc2cccc(CC)c2)c2cccnc12	-14%
NC(=O)NC(=O)CCN1CCOC(c2cccc(Br)c2)C1 (configuration not stated)	11%

Assay outcomes (PubChem)
